M1 antag = antagonists of rat M1 muscarinic receptor; Muscarinic acetylcholine receptor M1 (Rattus norvegicus), P08482; CHO-M1 cells, Fluo-4 calcium, ACh EC80 antagonist mode; hits give low values; B-score at 10 µM; hit rate 3.4% among 64,000; AID 628, 2007;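 active = calcium fluorescence response, raw or row-and-column corrected B-score, differing from the plate sample mean either way at a set confidence level, mostly lower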
Target sequence (P08482 whole entry, looked up): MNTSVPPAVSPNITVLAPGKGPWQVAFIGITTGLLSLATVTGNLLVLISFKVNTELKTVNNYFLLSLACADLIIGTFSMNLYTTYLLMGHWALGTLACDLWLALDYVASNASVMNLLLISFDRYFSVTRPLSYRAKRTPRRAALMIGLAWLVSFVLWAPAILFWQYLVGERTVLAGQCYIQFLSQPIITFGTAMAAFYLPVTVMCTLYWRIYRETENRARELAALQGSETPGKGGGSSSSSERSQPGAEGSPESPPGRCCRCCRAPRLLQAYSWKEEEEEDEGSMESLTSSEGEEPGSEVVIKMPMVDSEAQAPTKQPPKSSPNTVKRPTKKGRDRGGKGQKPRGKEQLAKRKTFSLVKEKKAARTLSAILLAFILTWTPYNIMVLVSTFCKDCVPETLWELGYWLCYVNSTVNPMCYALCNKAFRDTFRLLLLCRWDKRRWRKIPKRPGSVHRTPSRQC
TNAP act DEA = human TNAP enzyme activators, primary screen, biochemical, luminescent, intermediate phosphate acceptor level | purified TNAP, CDP-star luminescence, 100 mM DEA, 30 min; hits give high values; scale: 0 levamisole-inhibited, 1 vehicle-only enzyme | activation factor at 20 µM | 64,000 tested, under 10 active;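 active = activation factor of at least 2 at 20 µM, relative to controls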
E coli RNAP = E. coli RNAP inhibitors, biochemical. E. coli RNA polymerase, fluorescence transcription assay. inhibition, %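 (tested at 10 µM)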. hit rate 0.2% among 62,000. DNA-directed RNA polymerase subunit beta (Escherichia coli (strain K12)), P0A8V2; in the data active = inhibition above about 20%;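 also: 0% = enzyme without compound and 100% = no enzyme blank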
Jurkat tox 60K = cytotoxicity toward Jurkat T cells, primary screen, cytotoxicity control, cell-based, Jurkat E6.1, 60K MLSMR library. Jurkat E6.1 viability, ATP luminescence, 48 h. inhibition, % at 4 µM. hit rate 1.2% among 56,000;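 active = inhibition above the mean inhibition of all tested compounds plus 3 SD, cut at about 28% in these data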
HEK293 NFkB inh = inhibitors of PMA/ionomycin-induced NF-kB reporter, primary screen, antigen receptor NF-kB inhibitor project, cell-based, HEK-293 luciferase reporter, luminescence. HEK-293 NF-kB luciferase reporter. inhibition, % at 3 µM. hit rate 0.21% among 62,000. AID 465, 2006;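 active = inhibition above the mean of all tested compounds plus 3 SD, cut at about 40% in these data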;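 also: 0% = stimulated DMSO wells and 100% = 10 µM reference inhibitor 5653914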
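Timing: 1 h pretreatment, 16 h stimulation, 37 °C; system: HEK-293 cells with stable firefly luciferase reporter driven by four HIV NF-kB elements; doses: 3 µM once, 0.30% DMSO; measured by: luciferase luminescence; control set: DMSO and 10 µM reference inhibitor; repeats: single test; reagent: PMA plus ionomycin mix as NF-kB-activating stimulus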
M1 agonist = M1 muscarinic receptor agonists, primary screen, CHO-M1 cells, Fluo-4 calcium, agonist mode | Fluo-4 calcium fluorescence; hits give high values | B-score at 10 µM | hit rate 3% among 64,000;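 active = fluorescence rise, raw or as B-score row- and column-corrected plate score, outside the 99.7% band of its plate's samples, either direction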
S1P3 ag = human S1P3 receptor agonists, primary screen, cell-based, primary and confirmation, NFAT-BLA reporter; hit rate 0.1% among 60,000; Sphingosine 1-phosphate receptor 3 (Homo sapiens), Q99500; S1P3 NFAT-BLA reporter cells, agonism, FRET ratio; relative to 1 µM S1P, basal subtracted; AID 373, 2006; activation, % at 4.5 µM;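 active = activation above the screen-wide mean plus 3 SD, cut at about 4.5% in these data, passing the limit was not always enough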; also: some compounds called inactive have numbers as strong as hits
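Material: Human S1P3 NFAT-BLA reporter CHO cells | Incubation: Overnight plating, 4 h compound 37 °C, 2 h substrate RT | Signal: FRET β-lactamase substrate fluorescence, excitation 405 nm, 460/535 nm emission ratio, background-subtracted | Compound: 4.5 µM final, single dose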
D1 allo mod = D1 CRE-luciferase signal change, two-sided – cell-based, HEK293 D1, dopamine EC30, D1 allosteric modulator project, primary screen. D(1A) dopamine receptor (Homo sapiens), P21728. dopamine EC30 potentiation; actives deviate in either direction. B-score at 10 µM. hit rate 5.9% among 58,000. AID 641, 2007;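 active = luminescence count or its row- and column-corrected plate score outside the 99.7% band of the plate's sample wells, on either side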
Target sequence (P21728 whole entry, looked up): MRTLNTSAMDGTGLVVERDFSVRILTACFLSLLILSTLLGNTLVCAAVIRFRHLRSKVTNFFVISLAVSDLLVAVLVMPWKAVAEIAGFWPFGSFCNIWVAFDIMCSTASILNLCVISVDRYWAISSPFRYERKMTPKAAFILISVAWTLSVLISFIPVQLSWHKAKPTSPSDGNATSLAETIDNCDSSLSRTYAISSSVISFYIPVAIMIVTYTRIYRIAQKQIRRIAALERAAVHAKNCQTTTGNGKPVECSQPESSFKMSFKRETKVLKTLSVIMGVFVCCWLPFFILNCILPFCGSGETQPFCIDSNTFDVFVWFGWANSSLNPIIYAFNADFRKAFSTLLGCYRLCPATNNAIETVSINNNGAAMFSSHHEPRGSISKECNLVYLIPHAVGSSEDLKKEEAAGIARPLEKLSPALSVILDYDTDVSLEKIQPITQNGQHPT
S1P1 ag-PAM = S1P1 agonists and agonism potentiators, primary screen, cell-based, primary and confirmation screens, CRE-bla reporter; activation, % at 9.5 µM; S1P1 CRE-bla cells, forskolin, beta-lactamase FRET, potentiator mode; S1P1 agonist co-added at EC20, 2 nM; 100% = saturating reference agonist, 0% = basal; Sphingosine 1-phosphate receptor 1 (Homo sapiens), P21453; hit rate 0.57% among 56,000;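 active = activation above a cutoff set at the mean activation of all tested compounds plus 3 SD, cut at about 54% in these data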;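 also: forskolin at 4 µM as EC80 and the EC20 agonist is SEW2871; 100% = SEW2871 at its EC100 plus forskolin at EC80; some compounds past the cut are filed as inactive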
An asterisk follows results filed as active; x = no result given. Rows are unselected; any-hit rate near 12%.

Molecule,M1 antag,TNAP act DEA,E coli RNAP,Jurkat tox 60K,HEK293 NFkB inh,M1 agonist,S1P3 ag,D1 allo mod,S1P1 ag-PAM
CCOc1ccc(Cn2nnc(C(=O)Nc3cc(C)cc(C)c3)c2N)cc1,1.2,0.9,1,-4,12,-0.81,-0.1,0.39,21
COC(=O)C(O)(NC(=O)OCc1ccccc1)C(F)(F)F (configuration not stated),1,1,-4,2,6,1.8,-0.7,-0.87,2
COc1ccc(CN(C)C2CCCCC2)cc1,-0.29,0.9,7,-2,16,0.05,-0.3,-0.58,-25
Cc1nn(-c2ccccc2)c2[nH]c(=O)c(CNCc3ccc4c(c3)OCO4)cc12,0.62,1,9,-5,18,0.51,0.3,-0.057,-2
COCCNC(=O)C1CCN(S(=O)(=O)N2CCC3(CC2)OCCO3)CC1,-0.92,1,4,-2,9,0.6,0.5,-0.62,-3
CCOc1cc(C2C(C(=O)OC(C)C)=C(C)N=C3SCCC(=O)N32)ccc1OC(C)=O (configuration not stated),0.096,0.9,7,-1,3,-0.19,0.4,1.6,-7
Cc1ccccc1Nc1cc2ccccc2c(=O)[nH]1,1.6,1,5,9,-6,17*,-0.5,0.88,-35
COc1ccc(NCc2cc3ccccc3[nH]c2=O)cc1,0.96,1,x,x,x,-1,-4.0,x,2
O=C(O)C1CC(=O)N(Cc2ccc(F)cc2)C1 (configuration not stated),0.51,0.9,-3,12,7,-1.2,0.0,0.095,14
O=C(c1ccc(S(=O)(=O)N2CCOCC2)cc1)N1CCN=C1SCc1cccnc1,0.37,0.9,-1,5,23,-0.5,0.9,-0.36,9
CCOC(=O)C1CCCn2c1nc1sc3c(c1c2=O)CCCC3 (configuration not stated),-0.56,0.9,0,-3,9,0.65,-0.5,0.45,-12
NC(=O)C1CCN(C(=S)c2cccs2)CC1,0.23,0.9,1,-6,-5,0.36,0.0,0.92,x
O=c1c(F)cn(C2CCCO2)c(=O)n1Cc1ccccc1F (configuration not stated),0.07,1,-3,1,17,-0.00061,-1.2,1.9,x
COc1ccccc1N(CC(=O)NC1CCCCC1)S(C)(=O)=O,1.3,1,4,-2,11,0.16,-1.4,-0.26,12
Cc1cc(C)n(-c2nc3ccccc3[nH]c2=O)n1,0.13,0.9,4,-4,15,0.49,-0.6,2.2,12
CC(C)C(CC(=O)NCc1ccco1)c1ccco1 (configuration not stated),-0.091,1,6,x,15,-0.36,x,x,x
COC(=O)C(C)Sc1nc2c(c(=O)n(C)c(=O)n2C)n1Cc1cccc(C)c1 (configuration not stated),-0.69,0.9,8,-1,8,0.45,-0.2,0.89,-3
Nc1nc(N)c2sc3nc4c(cc3c2n1)CCC4,-0.88,1,8,-3,12,0.79,-0.7,-0.6,-42
C/C=C(/C(=C/C)c1ccc(O)cc1)c1ccc(O)cc1,0.16,0.8,5,x,x,0.86,-2.1,2.3,6
Cc1ccc(N(CC(O)CN2CCOCC2)S(=O)(=O)c2ccc3ccccc3c2)cc1 (configuration not stated),0.68,0.9,6,-12,11,-0.68,-0.7,-0.23,-14
Cc1ccc(OCc2nnc(NC(=O)c3ccco3)s2)c(C)c1,-0.006,0.8,-4,x,x,-0.95,-1.2,x,-10
O=C(NCCCNC(=O)c1ccccn1)c1ccccn1,-0.26,0.9,7,-3,5,0.39,-0.3,-1.8,-4
COc1ccc(OC)c(NC(=O)C2CCCNC2=O)c1 (configuration not stated),1.3,0.9,9,-6,-10,1,0.5,x,-4
O=C(CCC(=O)c1cccs1)Nc1ccccc1F,-0.26,0.9,6,5,9,0.51,0.9,0.025,13
COc1ccc(OCC(O)CNC(=O)c2ccc(Br)cc2)cc1 (configuration not stated),0.55,0.9,3,x,19,0.72,x,-0.073,x
CC1=CC(c2ccccc2)n2nc(N3C(=O)C4CC=CCC4C3=O)nc2N1 (configuration not stated),0.72,0.9,x,x,x,-0.31,-0.9,x,-3
O=C(CSCc1cnn(-c2ccccc2)c1-n1cccc1)NCc1cccs1,-0.36,1,6,x,21,0.88,x,x,x
COc1ccc(-c2noc(CCCC(=O)NCc3ccco3)n2)cc1OC,0.09,0.9,7,-6,23,0.095,0.1,1.6,-17
Cc1cc(NC(=O)CSc2nc3ccccc3c(=O)n2C2CCCC2)no1,0.5,0.9,5,71*,20,-0.092,0.1,0.71,x
O=c1cc(CO)oc(C(Nc2ccccn2)c2ccsc2)c1O (configuration not stated),0.3,1.1,-12,6,15,-0.32,-1.2,x,-4

Three entries from above in a different format.
mol: Cc1ccc(OCc2nnc(NC(=O)c3ccco3)s2)c(C)c1
- M1 antag: -0.006
- TNAP act DEA: 0.8
- E coli RNAP: -4
- Jurkat tox 60K: x
- HEK293 NFkB inh: x
- M1 agonist: -0.95
- S1P3 ag: -1.2
- D1 allo mod: x
- S1P1 ag-PAM: -10

mol: O=C(NCCCNC(=O)c1ccccn1)c1ccccn1
- M1 antag: -0.26
- TNAP act DEA: 0.9
- E coli RNAP: 7
- Jurkat tox 60K: -3
- HEK293 NFkB inh: 5
- M1 agonist: 0.39
- S1P3 ag: -0.3
- D1 allo mod: -1.8
- S1P1 ag-PAM: -4

mol: COc1ccc(OC)c(NC(=O)C2CCCNC2=O)c1 (configuration not stated)
- M1 antag: 1.3
- TNAP act DEA: 0.9
- E coli RNAP: 9
- Jurkat tox 60K: -6
- HEK293 NFkB inh: -10
- M1 agonist: 1
- S1P3 ag: 0.5
- D1 allo mod: x
- S1P1 ag-PAM: -4

Remaining list, next part:
Molecule,M1 antag,TNAP act DEA,E coli RNAP,Jurkat tox 60K,HEK293 NFkB inh,M1 agonist,S1P3 ag,D1 allo mod,S1P1 ag-PAM
Cc1nnc(NCCN2CCOCC2)[nH]c1=O,-0.47,1,5,-1,7,0.12,-1.1,0.011,x
COc1ccccc1OCC(=O)NC1CCCCCC1,-1.2,1,0,2,-2,0.17,-0.1,-0.12,x
COc1ccc(CNC(=O)c2noc3c2CCCC3)cc1,0.32,0.9,-7,9,5,0.72,-1.1,0.57,11
CC(=O)c1cnc2nc(C)nn2c1C,1.1,1,-4,-1,-5,-0.32,-0.5,0.42,2
O=C(CCn1c(=O)oc2ccccc21)N1CCc2ccccc21,0.085,0.9,4,-8,-1,0.091,1.2,0.0059,-12
C=C(C)CN(CC)C(=O)CSc1nc2ncc(Cl)cc2[nH]1,0.24,0.9,8,5,5,1.4,0.3,-0.81,13
Cc1nnc(SC(C)C(=O)Nc2ccc(Cl)cn2)n1Cc1ccccc1 (configuration not stated),0.54,0.9,-3,13,0,0.018,-1.0,0.98,15
Nc1nc(Nc2ccccc2)nc2ccccc12,-0.81,0.9,5,6,-28,0.084,0.2,-5.6*,-11
COC(=O)CC1=C(C(=O)OC)C(c2cccc(OCC(N)=O)c2)C(C#N)=C(N)O1 (configuration not stated),0.1,0.9,8,x,x,1.3,-1.6,0.32,8
CCn1cc(C(=O)N2CCc3ccccc32)c(=O)c2cc(S(=O)(=O)N3CCOCC3)ccc21,-0.32,0.9,4,8,6,-0.11,-1.1,0.95,-4
C=CCN(C(=O)CCC(=O)Nc1cc(C)on1)C(C(=O)NC1CCCC1)c1cccnc1 (configuration not stated),-0.52,0.9,6,4,8,0.27,0.2,0.034,-5
Cc1ccc2c(C(=O)CN3CCCCC3CCO)c(C)[nH]c2c1 (configuration not stated),0.26,0.9,7,0,8,0.19,0.5,-1.2,-1
Cn1c(Cn2c(=O)sc3ccccc32)nnc1SCC(=O)NCCc1ccccc1,-0.33,1,5,6,17,0.62,-0.6,-0.61,1
COc1cc(NC(=O)NCc2ccncc2)cc(OC)c1OC,-0.18,1,-2,-1,17,-1.1,-1.2,0.0092,10
Cc1ccc(-c2nnc(SCC(=O)Nc3nc4c(s3)CCCC4)n2C)cc1,-2.4*,1,-5,-3,7,0.64,-0.5,x,3
CCCOc1ccc(N2CC(C(=O)Nc3ccccc3C(=O)NCc3ccco3)CC2=O)cc1 (configuration not stated),x,1,3,-4,1,x,-1.2,-0.51,4
CCOC(=O)c1cc(C)n(-c2c(C)n(C)n(-c3ccccc3)c2=O)c1C,-4.5*,0.9,4,-8,4,-0.0049,0.4,-0.28,-3
C=CCn1c(N)c(C(=O)Nc2ccccc2)c2nc3ccccc3nc21,-0.62,0.9,15,x,x,0.066,4.0,0.72,-60
COc1ccc(-n2nnc3c(=O)n(CC(=O)N4CCC(Cc5ccccc5)CC4)cnc32)cc1,0.022,0.9,-1,-4,22,-0.76,-0.4,-0.025,18
CCCC(=O)N1CCN(c2ccc(NC(=O)c3ccccc3)cc2)CC1,-3,0.9,3,3,17,-0.42,0.2,0.12,5
O=C(CSc1nnc(CNC(=O)c2c(F)cccc2Cl)o1)Nc1ccc2c(c1)OCCO2,0.35,0.8,8,x,10,1.1,x,0.41,x
Cn1c(C(=O)NCCN2CCCCCC2)cc2c(=O)n(C)c3ccccc3c21,-3.7*,1,2,1,11,1.7,-1.4,-0.26,-22
COc1ccc(Cl)cc1C(=O)N1CCN=C1SC,0.62,1,0,3,4,0.035,-1.4,-0.82,-10
Cc1ccc(C)c(C(=O)CSc2nnnn2-c2cccnc2)c1,0.085,0.9,7,-3,8,0.73,0.4,0.28,8
CC(=O)c1c(C)nc2ccccc2c1N,-0.52,1,-2,0,-14,-0.48,-1.3,0.01,-32
CC(C)(C)n1nc2c(c1NC(=O)c1ccco1)CS(=O)C2 (configuration not stated),-0.041,1,6,-2,-4,-0.1,-0.1,-0.87,-2
CCOC(=O)C1(C(F)(F)F)N=C(c2cccnc2)OC(N2CCOCC2)=N1 (configuration not stated),0.83,0.9,2,-5,11,0.45,0.5,0.091,-13
Cc1ccc(-n2nnnc2SC(C)C(N)=O)c(C)c1 (configuration not stated),0.73,1,9,5,14,-1.2,0.0,x,0
COc1ccc(N2CCN(C(=O)CCCOc3cc(=O)n(C)c4ccccc34)CC2)cc1,0.6,1.1,0,9,20,1.6,-0.9,0.39,-23
CSc1ccc(S(=O)(=O)NCCOc2ccccc2C)cc1,-0.6,0.9,5,-4,19,-1,0.4,0.75,2
CCc1nnc(NC(=O)CSc2nc3c(cc2C#N)CCC3)s1,0.26,1,7,2,-22,0.37,-0.8,0.44,x
Oc1cc(Cc2ccccc2)cnc1CN1CCCCC1,-0.57,0.9,14,-3,13,-1.3,0.2,-1.2,-12
O=C1[C@@H]2[C@H](C(=O)N1n1cnnc1)[C@H]1C=C[C@@H]2C1,0.13,1,5,x,x,0.071,-2.4,x,4
N#CCSc1n[nH]c2nc3c(c(=O)n12)C1(CCCC1)Cc1ccccc1-3,0.65,0.8,-6,x,9,-0.17,x,-1.3,x
O=C(CSc1nc2ccccc2n1CC(=O)N1CCCC1)Nc1nccs1,-0.14,0.8,6,6,16,0.032,-0.7,0.5,1
